hIAP activ – increases human intestinal alkaline phosphatase activity; P09923; AID 2524; actives 0.16% (n = 330,000); activation factor at 10 µM; purified human IAP, CDP-Star luminescence, 30 min; stronger effect = higher value; 1 = vehicle-only enzyme, 0 = enzyme-free background;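 active = activation factor of the enzyme at least 2-fold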; note: the source names both 10 and 20 µM as test concentration; values of inactives mirror those of a sister screen read the other way
Target sequence (P09923 whole entry, looked up): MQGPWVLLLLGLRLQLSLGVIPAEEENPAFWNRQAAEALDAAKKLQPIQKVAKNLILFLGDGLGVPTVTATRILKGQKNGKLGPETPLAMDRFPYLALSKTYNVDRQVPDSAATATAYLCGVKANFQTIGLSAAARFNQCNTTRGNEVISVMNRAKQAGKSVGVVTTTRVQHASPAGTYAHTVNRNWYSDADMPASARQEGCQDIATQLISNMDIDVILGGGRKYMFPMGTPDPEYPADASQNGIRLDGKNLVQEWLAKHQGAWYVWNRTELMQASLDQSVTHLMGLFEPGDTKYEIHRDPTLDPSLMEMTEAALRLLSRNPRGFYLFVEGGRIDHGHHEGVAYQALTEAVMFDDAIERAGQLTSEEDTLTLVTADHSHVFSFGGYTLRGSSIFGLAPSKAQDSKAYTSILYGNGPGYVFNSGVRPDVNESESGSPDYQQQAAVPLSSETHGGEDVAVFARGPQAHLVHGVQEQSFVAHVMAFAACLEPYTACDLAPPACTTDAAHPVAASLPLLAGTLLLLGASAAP
MIN6 prolif – MIN6 beta-cell proliferation induction; AID 2380; proliferation, % at 10 µM; actives 0.29% (n = 330,000); MIN6 cells proliferation, ATPlite luminescence, 48 h; cells starved in 0.2% serum; 100% = growth in 10% serum;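 active = compounds whose signal lies at least 3.5 SD above the mean of all wells on their plate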;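 note: 0% = DMSO-treated cells in low-serum medium and 100% = 10% serum control; some compounds called inactive have numbers as strong as hits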
mIAP act – mouse IAP activation | activation factor at 10 µM | actives 0.24% (n = 330,000) | muIAP, CDP-Star luminescence, 30 min; stronger effect = higher value; 1 = vehicle-only enzyme signal, 0 = enzyme-free wells;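 active = activation factor of at least 2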; note: the source names both 10 and 20 µM as test concentration; values of inactives mirror those of a sister screen read the other way
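Assay system: mouse IAP enzyme; Reagent: CDP-Star chemiluminescent phosphatase substrate; Compound: DMSO-dissolved test compounds; Incubation: 30 min, room temperature; Technique: luminescence from enzymatic CDP-Star hydrolysis; Controls: DMSO-only wells and no-enzyme negative control.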
GRIN3A LBD mod – modulates the human NR3A ligand-binding domain; actives 2.5% (n = 340,000); NR3A LBD differential scanning fluorimetry, Tm shift; 0% = protein alone, 100% = glycine-bound protein; Tm shift relative to glycine control, % at 25 µM;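 active = melting temperature shift of at least 10% of the positive control shift, at one fixed dose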
MPTP block – inhibitors of mitochondrial permeability transition pore | isolated mouse mitochondria, Ca2+ swelling absorbance, 30 min | inhibition, % at 10 µM | actives 1.4% (n = 360,000) | AID 602449;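 active = inhibition of 50% or more, scaled per plate between neutral and stimulator controls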;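 note: 0% = DMSO wells given calcium and 100% = 1 mM EGTA wells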
mIAP inh – mouse IAP inhibition; purified mouse IAP, CDP-Star luminescence, 30 min; inhibition, % at 10 µM; actives 0.2% (n = 330,000); AID 2806;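 active = inhibition of at least 40% at 10 µM in the primary screen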;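 note: plate controls were DMSO with enzyme for no effect and no enzyme wells for full effect; values of inactives mirror those of a sister screen read the other way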
hIAP inh – blocks human intestinal alkaline phosphatase | P09923 | purified IAP, CDP-Star luminescence, 30 min | inhibition, % at 10 µM | actives 0.12% (n = 330,000);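 active = inhibition reaching a set limit with compound at 10 µM in the primary screen, cut at about 35% in these data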;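 note: plate controls were DMSO wells with enzyme for no effect and no-enzyme buffer wells for full effect; values of inactives mirror those of a sister screen read the other way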
A3A deaminase – blocks human APOBEC3A ssDNA deamination; P31941; recombinant A3A, FAM/TAMRA ssDNA deamination fluorescence; inhibition, % at 20 µM; actives 0.41% (n = 330,000);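 active = at least 40% inhibition at 20 µM here, with at most 30% in a related deaminase screen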;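 note: plate controls were A3A with DMSO for no effect and wells lacking A3A enzyme for full effect; some results filed as inactive read as strong as hits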
Target sequence (P31941 whole entry, looked up): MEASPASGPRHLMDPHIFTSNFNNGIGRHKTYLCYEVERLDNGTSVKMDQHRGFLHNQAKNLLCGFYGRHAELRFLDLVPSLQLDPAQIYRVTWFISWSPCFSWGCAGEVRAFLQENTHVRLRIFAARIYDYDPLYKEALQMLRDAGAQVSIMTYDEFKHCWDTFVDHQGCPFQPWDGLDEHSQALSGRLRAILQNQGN
APOBEC3G inh – inhibitors of human APOBEC3G DNA deaminase. actives 0.28% (n = 330,000). recombinant A3G, ssDNA deamination FAM/TAMRA fluorescence. inhibition, % at 20 µM. Q9HC16;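 active = inhibition of at least 40% at 20 µM, with no more than 30% in the related APOBEC3A deaminase screen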;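 note: plate controls were DMSO wells with A3G for no effect and wells lacking A3G enzyme for full effect; some compounds called inactive have numbers as strong as hits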
An asterisk follows results filed as active; . = no result given.

SMILES	hIAP activ	MIN6 prolif	mIAP act	GRIN3A LBD mod	MPTP block	mIAP inh	hIAP inh	A3A deaminase	APOBEC3G inh
O=C(NCCC1CCCC1)c1cccs1	0.81	-5	1	-1	-0.2	-2	20	-3	-2
O=C1NC(=O)C(=O)N1	1.1	3	0.94	4	-4.3	6	-5	-1	-7
Cc1ccc(CNC(=O)CC2Sc3ccccc3NC2=O)cc1 (stereo not given)	1.1	-1	0.99	-2	-0.9	1	-12	1	2
COc1cccc(C(=O)SC2=NCCS2)c1	0.8	2	1.1	0	-1.1	-9	20	-7	-7
CCCn1nnnc1-c1ccc(Cl)cc1	0.94	-1	0.99	2	0.6	1	6	-3	-3
COc1ccc(C=O)cc1Cn1cnc2c(cnn2C)c1=O	1.1	-2	1.1	1	0.3	-5	-9	-1	-3
Cc1ccc(S(=O)(=O)NC(CC(=O)n2nc(C)cc2C)c2ccccc2)cc1 (stereo not given)	1	-1	0.95	3	3.0	5	-1	-3	-7
CC1CCN(C(=O)NC(=O)c2ccc(Cl)cc2)CC1	1.1	-3	0.97	-1	0.7	3	-8	2	0
CC(C)=NOC(=O)c1c(C)noc1-c1snnc1C	1	1	1	2	1.1	-3	-1	4	-6
COc1ccccc1N(CC(=O)NCCSc1ccccc1)S(C)(=O)=O	1	0	0.98	5	-0.9	2	-3	-3	-5
COc1ccccc1NC(=O)N1CCOCC1	1	-1	0.91	-1	5.2	9	-2	-1	-6
O=C(NCCS(=O)(=O)N1CCN(c2ccccc2F)CC1)C1CC(=O)N(c2ccccc2)C1 (stereo not given)	0.97	-2	1.1	2	-0.8	-5	3	-2	-3
O=C(NNC(=O)c1cc2cc3ccccc3nc2s1)c1cccc(C(F)(F)F)c1	1.1	-2	0.98	5	0.2	2	-14	-2	0
CCOC(=O)c1c(NC(=O)CSc2nnc(C)c(=O)[nH]2)sc(C)c1-c1ccc(C)cc1	0.95	-5	0.99	-9	70*	1	5	-3	-3
C=CCNc1nc(C(=O)OCC(=O)Nc2ccccc2C(F)(F)F)cs1	0.87	2	0.95	4	1.5	5	13	1	-2
COc1cccc(OCC(O)CNC(=O)c2oc3ccc(C)cc3c2C)c1 (stereo not given)	1.2	1	1	-2	-0.7	-2	-22	1	-4
Cc1ccc(S(=O)(=O)C(CCC(=O)N2CCOCC2)S(=O)(=O)c2ccc(C)cc2)cc1	1.2	3	1	1	0.3	-4	-19	2	-2
O=C(C1Cc2ccccc2CN1S(=O)(=O)c1ccccc1[N+](=O)[O-])N1CCOCC1 (stereo not given)	1	2	0.99	-3	-2.2	1	-1	-1	-2
Cc1ccc(NCN2C(=O)c3ccccc3C2=O)c(C)c1	0.79	-2	1	4	-2.1	-1	21	-1	6
Nc1[nH]ncc1C(=O)Nc1cccc(C(F)(F)F)c1	1	-1	0.97	-6	0.2	3	0	2	2
Cc1ccc(NC(=O)COc2coc(CN3c4ccccc4CC3C)cc2=O)c(C)c1 (stereo not given)	0.94	1	0.92	1	-0.6	8	6	-5	-6
O=c1[nH]c(NCc2ccccc2)nc2c1CCC2	0.94	0	0.99	-1	-0.2	1	6	0	-5
CCn1c(=O)c2ccccc2n(Cc2cccc(C)c2)c1=O	0.94	0	0.95	4	0.6	5	6	-5	-6
O=C(Cn1nc(-c2ccc(F)cc2)ccc1=O)Nc1ccc2c(c1)OCCO2	1.1	2	0.95	1	0.1	5	-11	-1	-5
O=C(COC(=O)CCc1c[nH]c2ccccc12)Nc1cc([N+](=O)[O-])ccc1Cl	0.9	-1	0.91	1	0.0	9	10	-3	-8

Carrying on.
SMILES	hIAP activ	MIN6 prolif	mIAP act	GRIN3A LBD mod	MPTP block	mIAP inh	hIAP inh	A3A deaminase	APOBEC3G inh
CN(CC(=O)Nc1ccc(Cl)cc1)C(=O)C1=COCCO1	0.97	-3	1.1	-1	-1.3	-8	2	0	7
CC(=O)O[C@@H]1[C@H]2[C@@H](C[C@@H](C)[C@@H]3CCC(=O)[C@@]13C)OC(=O)[C@@H]2C	0.77	-2	0.97	1	0.7	3	23	-6	-4
COc1ccc(S(=O)(=O)N(C)C[C@H]2Oc3ccc(NC(=O)C4CCCCC4)cc3C(=O)N([C@H](C)CO)C[C@@H]2C)cc1	1	-3	1.4	-1	1.6	-37	0	-1	-2
CCOCCc1c(O)nc(SCC(=O)N2CCOCC2)[nH]c1=O	1	-2	0.96	-3	-0.4	4	-2	-1	-8
CC(=O)Nc1ccc(S(=O)(=O)NCc2cn3ccsc3n2)cc1	0.95	1	0.96	-1	-0.7	4	5	1	-1
Cc1cccc(-n2nnnc2SCC(=O)c2cc(C)n(CC3CCCO3)c2C)c1 (stereo not given)	1	-2	0.92	4	-2.7	8	-1	2	-3
O=C(N=C1SC2CS(=O)(=O)CC2N1c1c(Cl)cccc1Cl)C1CC1 (stereo not given)	1.2	0	1.1	1	-0.2	-7	-18	-6	-7
COC(=O)CCSCC(=O)Nc1cc(C)on1	0.85	-2	0.99	2	-1.8	1	15	-1	-2
CCCC(c1nnnn1Cc1ccc(F)cc1)N1CCN(CC)CC1 (stereo not given)	1.1	-1	1	-1	0.1	-4	-10	-2	-6
c1csc(-c2ccc3ccccc3n2)c1	0.86	2	1	-74	-1.1	0	14	-5	-5
COC(=O)c1cc(NC(=O)CC2C(=O)NCCN2C(=O)c2ccccc2)cc(C(=O)OC)c1 (stereo not given)	0.94	-1	1.1	-5	-1.6	-7	6	-4	-7
Cc1ccc(C)c(CNS(=O)(=O)c2ccc3c(c2)C(C)(C)C(=O)N3C)c1	1.1	-3	1.1	2	-0.3	-8	-10	0	0
CC(CN1CCCCC1)OC(=O)c1ccc2c(c1)OCCO2 (stereo not given)	0.87	0	1	-1	0.3	-2	13	1	0
COc1cccc(NC(=O)C2CCCN2C(=O)Nc2ccccc2)c1 (stereo not given)	0.97	-3	0.95	0	-0.5	5	3	-1	-8
CC(Oc1cccc2cccnc12)C(=O)N/N=C/c1ccc2c(c1)OCO2 (stereo not given)	0.99	0	1	0	0.0	-1	1	0	-1
Cc1ccccc1OCC(=O)Nc1ccc2c(c1)C(=O)N(CCC(=O)O)C2=O	1.2	1	1	-2	-0.5	0	-16	3	-5
CC(C)c1ccc(NC(=O)CSc2nc(=O)[nH]c3c2CCCC3)cc1	0.91	-2	0.9	-1	1.1	10	9	-3	-3
O=S(=O)(O)c1nc2ccccc2n1Cc1ccc(Cl)cc1Cl	1.1	-1	0.92	-8	-0.7	8	-6	-13	-6
CCN1CCSc2ccc(C(=O)NCc3cccc(Br)c3)cc21	1.1	-6	1.4	-28	-0.9	-40	-14	2	4
Cc1cc(C)nc(Oc2ccc([N+](=O)[O-])cc2)n1	1.1	-1	0.97	1	-1.7	3	-12	1	-4
CCOC(=O)c1c(C)nc(-c2ccccc2)nc1NC(C)=O	0.98	1	1	-4	-6.2	-5	2	0	-6
Fc1ccc(C2c3cccn3CCN2C(=S)Nc2cccc(Br)c2)cc1 (stereo not given)	0.96	-6	1.2	7	90*	-18	4	1	-8
CN(C)C(=O)CCc1ccc2c3c([nH]c2c1)[C@]1(CCc2ccccc2)[C@@H](C(=O)N2CCCCC2)C[C@H](CC(=O)NCc2ccco2)C(=O)N1CC3	.	.	1.2	2	-1.8	-20	.	-2	1
COc1ccc(Oc2c(C)nc(SCC(=O)c3ccc(Cl)cc3)[nH]c2=O)cc1	1	-1	0.91	-4	9.2	9	-4	-3	-9

18 consecutive records already listed, quoted:
SMILES	hIAP activ	MIN6 prolif	mIAP act	GRIN3A LBD mod	MPTP block	mIAP inh	hIAP inh	A3A deaminase	APOBEC3G inh
CN(CC(=O)Nc1ccc(Cl)cc1)C(=O)C1=COCCO1	0.97	-3	1.1	-1	-1.3	-8	2	0	7
CC(=O)O[C@@H]1[C@H]2[C@@H](C[C@@H](C)[C@@H]3CCC(=O)[C@@]13C)OC(=O)[C@@H]2C	0.77	-2	0.97	1	0.7	3	23	-6	-4
COc1ccc(S(=O)(=O)N(C)C[C@H]2Oc3ccc(NC(=O)C4CCCCC4)cc3C(=O)N([C@H](C)CO)C[C@@H]2C)cc1	1	-3	1.4	-1	1.6	-37	0	-1	-2
CCOCCc1c(O)nc(SCC(=O)N2CCOCC2)[nH]c1=O	1	-2	0.96	-3	-0.4	4	-2	-1	-8
CC(=O)Nc1ccc(S(=O)(=O)NCc2cn3ccsc3n2)cc1	0.95	1	0.96	-1	-0.7	4	5	1	-1
Cc1cccc(-n2nnnc2SCC(=O)c2cc(C)n(CC3CCCO3)c2C)c1 (stereo not given)	1	-2	0.92	4	-2.7	8	-1	2	-3
O=C(N=C1SC2CS(=O)(=O)CC2N1c1c(Cl)cccc1Cl)C1CC1 (stereo not given)	1.2	0	1.1	1	-0.2	-7	-18	-6	-7
COC(=O)CCSCC(=O)Nc1cc(C)on1	0.85	-2	0.99	2	-1.8	1	15	-1	-2
CCCC(c1nnnn1Cc1ccc(F)cc1)N1CCN(CC)CC1 (stereo not given)	1.1	-1	1	-1	0.1	-4	-10	-2	-6
c1csc(-c2ccc3ccccc3n2)c1	0.86	2	1	-74	-1.1	0	14	-5	-5
COC(=O)c1cc(NC(=O)CC2C(=O)NCCN2C(=O)c2ccccc2)cc(C(=O)OC)c1 (stereo not given)	0.94	-1	1.1	-5	-1.6	-7	6	-4	-7
Cc1ccc(C)c(CNS(=O)(=O)c2ccc3c(c2)C(C)(C)C(=O)N3C)c1	1.1	-3	1.1	2	-0.3	-8	-10	0	0
CC(CN1CCCCC1)OC(=O)c1ccc2c(c1)OCCO2 (stereo not given)	0.87	0	1	-1	0.3	-2	13	1	0
COc1cccc(NC(=O)C2CCCN2C(=O)Nc2ccccc2)c1 (stereo not given)	0.97	-3	0.95	0	-0.5	5	3	-1	-8
CC(Oc1cccc2cccnc12)C(=O)N/N=C/c1ccc2c(c1)OCO2 (stereo not given)	0.99	0	1	0	0.0	-1	1	0	-1
Cc1ccccc1OCC(=O)Nc1ccc2c(c1)C(=O)N(CCC(=O)O)C2=O	1.2	1	1	-2	-0.5	0	-16	3	-5
CC(C)c1ccc(NC(=O)CSc2nc(=O)[nH]c3c2CCCC3)cc1	0.91	-2	0.9	-1	1.1	10	9	-3	-3
O=S(=O)(O)c1nc2ccccc2n1Cc1ccc(Cl)cc1Cl	1.1	-1	0.92	-8	-0.7	8	-6	-13	-6
